# Compound activity: PubChem BioAssay, The Scripps Research Institute Molecular Screening Center
# TAAR1 agonist = human TAAR1 agonists, primary screen, Fluo-8 calcium fluorescence, CHO RD-HGA16 cells; Trace amine-associated receptor 1 (Homo sapiens), Q96RJ0; vehicle wells 0%, saturating PEA agonist 100%; activation, % at 3 µM; hit rate 0.99% among 360,000; AID 624467, 2012;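 active = activation above the mean activation of all test compounds in the run plus 3 SD, cut at about 38% in these data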
# Target sequence (Q96RJ0 whole entry, looked up): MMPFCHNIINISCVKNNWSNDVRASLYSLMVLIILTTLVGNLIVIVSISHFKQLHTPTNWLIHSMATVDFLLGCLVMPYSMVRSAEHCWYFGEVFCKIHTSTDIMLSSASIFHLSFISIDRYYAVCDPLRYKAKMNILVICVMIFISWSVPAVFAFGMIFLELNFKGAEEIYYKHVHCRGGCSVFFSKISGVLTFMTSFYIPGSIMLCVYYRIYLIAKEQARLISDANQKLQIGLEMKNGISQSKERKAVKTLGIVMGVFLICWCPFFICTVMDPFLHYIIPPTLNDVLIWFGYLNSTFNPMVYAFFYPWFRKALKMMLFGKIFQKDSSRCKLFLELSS
#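 Test system: RD-HGA16 (CHO) cells co-expressing Gα16 and hTAAR1; dosing: one-point dosing at 3 µM (nominal); timing: 17-24 h seeding, 75 min 37 °C dye, 30 min RT; signal: kinetic Fluo-8 calcium fluorescence; read-out basis: % activation relative to PEA EC100 response; controls: DMSO and PEA EC100; replicates: n 1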
# TAAR1 antagonist = human TAAR1 antagonists, primary screen, Fluo-8 calcium fluorescence, CHO RD-HGA16 cells | Trace amine-associated receptor 1 (Homo sapiens), Q96RJ0 | antagonist | inhibition, % at 3 µM | hit rate 1.5% among 360,000 | AID 624466, 2012;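 active = inhibition above a per-plate cutoff, the mean inhibition of test compounds on that plate plus 3 SD, cut at about 49% in these data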;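 note: 0% = DMSO plus EC80 beta-PEA response and 100% = DMSO alone without agonist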
#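 Assay system: RD-HGA16 CHO cells with stable hTAAR1 and Gα16 / Reagent: EC80 β-phenethylamine stimulus / Doses: 3 µM, single point / Timing: dye loading 75 min at 37 °C, then 30 min room temperature / Measured by: Fluo-8 intracellular calcium dye fluorescence, real-time kinetic reads / Controls: vehicle wells and EC80 agonist wells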
# CHRM1 antagonist = human M1 muscarinic receptor antagonists, primary screen, CHO-K1 cells, Fluo-8 calcium fluorescence, 1536-well | Muscarinic acetylcholine receptor M1 (Homo sapiens), P11229 | CHO-K1 hM1, ACh EC80 antagonist | inhibition, % at 3 µM | hit rate 1.3% among 360,000;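 active = percent inhibition above its own plate's cutoff, namely the mean of that plate's compound wells plus 3 SD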;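 note: peak over basal fluorescence ratio during 140 s after agonist addition; 0% = ACh EC80 plus DMSO and 100% = DMSO alone without agonist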
# Target sequence (P11229 whole entry, looked up): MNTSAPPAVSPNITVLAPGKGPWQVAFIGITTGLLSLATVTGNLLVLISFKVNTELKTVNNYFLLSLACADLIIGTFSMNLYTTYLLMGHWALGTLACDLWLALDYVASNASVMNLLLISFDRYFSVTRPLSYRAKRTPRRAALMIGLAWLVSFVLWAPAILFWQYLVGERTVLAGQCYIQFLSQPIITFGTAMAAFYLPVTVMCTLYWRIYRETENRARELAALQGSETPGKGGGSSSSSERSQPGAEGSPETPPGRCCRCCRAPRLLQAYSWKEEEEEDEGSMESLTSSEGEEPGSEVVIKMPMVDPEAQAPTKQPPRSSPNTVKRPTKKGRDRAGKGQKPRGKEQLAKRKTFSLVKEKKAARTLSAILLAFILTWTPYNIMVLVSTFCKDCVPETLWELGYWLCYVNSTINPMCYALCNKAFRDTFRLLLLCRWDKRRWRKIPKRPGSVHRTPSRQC
# CHO-K1 Ca antag = counter-screen for M1 antagonists: effect in parental CHO-K1 cells; hit rate 0.6% among 360,000; AID 602250; inhibition, % at 3 µM; ATP-induced calcium, Fluo-8 fluorescence;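 active = inhibition above a per-plate cutoff, the plate's mean sample inhibition plus 3 SD, cut at about 24% in these data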;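 note: 0% = DMSO plus EC80 ATP and 100% = DMSO alone without ATP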
# M1 PAM parental = nonselective calcium activators in parental CHO-K1 cells, primary screen, counter-screen for M1 PAM project, cell-based, Fluo-8 calcium fluorescence, full deck, 1536-well | activation, % at 3 µM | hit rate 0.02% among 360,000 | ATP EC20; 0% at ATP EC20, 100% at ATP max;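 active = activation above the run cutoff, the mean activation of all test compounds plus 3 SD, cut at about 40% in these data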;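 note: peak over basal fluorescence ratio in a 140 s read after ATP addition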
# CHO-K1 Ca ag = counter-screen for M1 agonists: effect in parental CHO-K1 cells; hit rate 0.48% among 360,000; activation, % at 3 µM; Fluo-8 calcium fluorescence; scaled to maximal ATP response, vehicle zero; in the data active = activation above about 15%;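 note: untransfected CHO-K1 host cells lacking M1 receptor as counterscreen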
# CHRM1 PAM = human M1 muscarinic receptor positive allosteric modulators, primary screen, CHO-K1 cells, Fluo-8 calcium fluorescence, 1536-well; CHO-K1 hM1, ACh EC20; 0% = ACh EC20, 100% = maximal ACh; activation, % at 3 µM; hit rate 0.088% among 360,000; AID 588819, 2011; in the data active = activation above about 19%, passing the limit was not always enough
# M1 ag = human M1 muscarinic receptor agonists, primary screen, Fluo-8 calcium fluorescence, CHO-K1 cells, HTS; AID 588814, 2011; Muscarinic acetylcholine receptor M1 (Homo sapiens), P11229; activation, % at 3 µM; hit rate 0.33% among 360,000; CHO-K1 hM1, agonist mode; 0% DMSO, 100% acetylcholine EC100;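 active = activation above the run's mean compound activation plus 3 SD, cut at about 16% in these data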;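 note: peak over basal fluorescence ratio within a 140 s kinetic read after compound addition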
# CHO parental Ca = ATP-evoked calcium signal inhibitors, parental CHO, primary screen, counter-screen for OX1R antagonist project, cell-based, fluorescence, Fluo-8 calcium dye; parental CHO-K1, ATP-induced calcium, Fluo-8 fluorescence; hit rate 0.63% among 330,000; AID 463079, 2010; inhibition, % at 5.6 µM;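 active = inhibition above that plate's mean sample inhibition plus 3 SD, cut at about 26% in these data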;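 note: 0% = ATP-challenged DMSO wells and 100% = DMSO wells without ATP; some compounds past the cut are filed as inactive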
#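 Test system: untransfected parental CHO cell line. Compound: one dose, 5.6 µM nominal. Detection: intracellular calcium via Fluo-8 no-wash fluorescent dye. Measure: % inhibition. Benchmarks: ATP-challenged DMSO wells low, unchallenged DMSO wells high.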
# Active calls of the source: *; · = not tested or not shown. Outcome played no part in choosing rows. Share with any hit: about 4.4%.
SMILES,TAAR1 agonist,TAAR1 antagonist,CHRM1 antagonist,CHO-K1 Ca antag,M1 PAM parental,CHO-K1 Ca ag,CHRM1 PAM,M1 ag,CHO parental Ca
O=C(CN1C(=O)CSc2ccccc21)Nc1ccccc1C(=O)N1CCOCC1,7,-11,-5,-14,23,1.1,6,-5,-12
COc1ccc2occ(C(=O)c3coc4ccc(O)c(CN(C)C)c34)c2c1,19,46,20*,5,11,4.6,-12,-2,-10
CCNc1nc(NCC)n2c(SCC(=O)Nc3ccc(CC)cc3)nnc2n1,·,·,-10,-11,-5,0.5,8,-5,-14
C=CCSc1ncc(C(=O)OCC)c(N)n1,0,-14,3,20,-16,-1.0,7,-1,-4
c1ccc2c(c1)oc1c(N3CCN(Cc4ccc5c(c4)OCO5)CC3)ncnc12,1,25,19,-1,5,2.9,-10,-2,·
N#Cc1ccc(C(=O)Nc2ccc(N3CCN(C(=O)c4ccco4)CC3)cc2)c(F)c1,3,19,-5,-18,3,6.6,-6,2,-4
Cc1cccc(NC(=O)Nc2nnc([C@H]3C[C@H](O)[C@@H](CO)O3)s2)c1,12,-3,-15,-9,11,0.4,18,1,·
COc1ccc(-c2cc(CS(=O)(=O)c3ccccc3)on2)cc1,3,9,-4,-17,15,1.9,3,-3,-23
CC(NC(=O)CCC(=O)NC(C)C1COc2ccccc2O1)C1COc2ccccc2O1 (stereo not given),·,·,-1,-12,21,2.4,0,-4,-15
Cc1ccc2nsnc2c1S(=O)(=O)N1CCN(CCc2ccccc2)CC1,4,-1,-1,5,-8,1.0,4,-5,-23
CCCN1CC=C2C(C#N)=C(N)C(C#N)(C#N)C(c3cc(OC)ccc3OC)C2C1 (stereo not given),9,-4,-22,-5,8,0.9,-2,-3,0
Nc1ccc(C(=O)NCCCSc2ccccc2)cc1[N+](=O)[O-],2,20,-4,-8,4,10,2,2,-7
CC(C)N(Cc1ccccc1)C(=O)CN1C(=O)NC2(CCCc3ccccc32)C1=O (stereo not given),2,3,-12,-17,21,2.2,11,-1,-9
COc1ccc(N(C(C)C(=O)NCCSCc2cccc(Cl)c2)S(C)(=O)=O)cc1 (stereo not given),3,-2,-18,-5,20,8.2,12,-1,-17
Cc1ccc(C(=O)Oc2ccc3c(c2)ncn3C)cc1,-1,-26,-10,-1,4,0.7,4,-6,-4
CCCSc1nnc2[nH]c(=O)cc(N)n12,2,-5,2,6,5,-0.1,0,-3,6
O=C(CN1CCN(c2ccc(F)cc2)CC1)NCc1ccc(Cl)cc1,-1,15,5,6,-12,0.8,-2,-2,-12
O=C(Nc1ccccc1)c1ccc(NCC2CCCO2)c([N+](=O)[O-])c1 (stereo not given),5,-9,-4,-8,17,1.1,6,-5,-10
COc1ccc(C(=O)OC(C)C(=O)NC(C)CCc2ccccc2)cc1OC (stereo not given),2,6,-3,-10,-1,0.3,1,-5,-22
CCN(CC)C(=S)SCC(=O)NC12CC3CC(CC(C3)C1)C2,6,-12,-14,-12,21,1.9,12,-8,-20
C=CCNC(=S)Nc1cccc(N)c1,3,2,8,2,7,0.1,2,0,3
COc1ccc(Oc2ccccc2/C=N/O)cc1,10,1,2,-17,17,2.0,-1,-4,5
COc1cc2c(c(OC)c1OC)C(=O)C(=Cc1ccccc1)O2,1,33,-10,-10,27,0.6,0,-4,·
CS(=O)(=O)N1CCN(C(=O)Cc2cccs2)CC1,16,-1,-7,4,0,-0.1,6,-5,-2
COc1ccc(CC(=O)Nc2cc(Cl)ccc2O)cc1,3,23,-1,-10,5,8.8,-6,-3,-12

# The list continues:
SMILES,TAAR1 agonist,TAAR1 antagonist,CHRM1 antagonist,CHO-K1 Ca antag,M1 PAM parental,CHO-K1 Ca ag,CHRM1 PAM,M1 ag,CHO parental Ca
Cc1ccc(/C=N/NC(=O)CNC(=O)c2ccc(S(=O)(=O)N3CCCC3)cc2)o1,3,-1,-14,-12,17,0.2,9,-10,3
Cc1cc(C)cc(OCC(=O)O/N=C(\N)c2cccnc2)c1,4,-7,-4,-5,2,2.0,2,-2,·
O=C(O)c1ccc2c(c1)C(=O)N(C(Cc1ccccc1)C(=O)O)C2=O (stereo not given),5,-4,-3,-9,11,0.0,0,-4,-7
COc1cc(/C=C/CO)cc(OC)c1O[C@@H]1O[C@H](CO)[C@@H](O)[C@H](O)[C@H]1O,20,5,-1,-7,0,0.1,5,-1,0
CC(=O)c1c(C)[nH]c(C(=O)OCc2ccc(F)cc2Cl)c1C,10,-4,19,3,2,10,-9,-4,12
CCc1ccc(NC(=O)CSCc2ccc(C(=O)O)cc2)cc1,5,3,-5,-1,3,0.2,11,0,-1
CC(C)C(NS(=O)(=O)c1cccc2nsnc12)C(=O)NCc1ccco1 (stereo not given),-1,-4,-1,-9,4,-0.2,-9,-2,9
O=C(N/N=C/c1cccnc1)C1CCCCC1,1,-11,-4,-12,-5,0.2,3,-3,-7
CCN1CCN(Cc2ccc(NC(=O)Nc3ccccc3)cc2)CC1,·,·,-3,-1,10,0.6,-2,-11,-1
O=C(c1ccc2c(=O)n3c(nc2c1)CCC3)N1CCN(S(=O)(=O)c2ccccc2Br)CC1,0,-16,-5,-11,10,0.8,5,-8,·
CCOc1ccc(NC2c3ccccc3C(=O)N2Cc2ccco2)cc1 (stereo not given),-3,-33,1,-8,8,1.7,-3,-4,-12
CCN(CC)S(=O)(=O)c1ccc(-c2nnc(SCC(=O)N3CCOCC3)o2)cc1,7,-21,-23,-9,13,5.5,7,-1,-11
O=[N+]([O-])c1ccc(Cl)c(/C=N/n2c(-c3ccncc3)n[nH]c2=S)c1,3,-4,-3,-14,10,0.6,2,-3,-11
C#CCOCCOCCOCCNc1nc(N2CCN(C(=O)[C@H]([C@@H](C)CC)n3cc(CCCCN)nn3)CC2)nc(N2CCN(C(=O)[C@H](C)n3cc(CCC(=O)O)nn3)CC2)n1,6,13,-2,-15,14,0.6,1,-5,4
O=C(O)c1ccc(/C=C2\SC(=S)N(Nc3ccccc3)C2=O)cc1,0,0,-1,-8,10,0.1,3,-2,1
COc1ccc(C(=O)Nc2ccccc2C(=O)N2CCOCC2)cc1OC,5,-15,-14,-22,10,1.1,13,-1,-7
CC(=O)c1c(C)nc(-c2ccc3c(c2)OCO3)n1O,6,0,21,22,-5,-0.3,-8,-4,-12
COc1ccc(CCN2C(=O)NC(NC(C)=O)(C(F)(F)F)C2=O)cc1OC (stereo not given),4,4,-5,-13,24,1.5,6,-2,1
COc1cc(-c2nnc(SCc3cc(=O)oc4cc(O)c(O)cc34)o2)cc(OC)c1OC,5,-2,-19,-9,3,-0.3,8,-4,-3
COc1ccc(C2NC(=S)NC(C)=C2C(=O)Nc2ccccn2)cc1OC (stereo not given),2,-6,-9,-19,7,0.3,9,-3,-4
Cc1nn(-c2ccccc2)c(Cl)c1/C=C1/C(=N)N2N=C(C(C)C)SC2=NC1=O,0,-9,-1,-3,21,0.8,-1,-6,-6
CC(=O)c1c(C)n(-c2ccc(N(C)C)cc2)c2ccc(OCC(N)=O)cc12,16,12,2,-7,24,4.3,-4,-2,-2
Clc1ccc(OCc2nn[nH]n2)cc1,2,-21,-7,-7,16,0.2,5,-1,8
Cc1ccc(Cl)cc1N1CCN(C(=O)CSc2nnc3n2C(C)(C)Cc2ccccc2-3)CC1,19,60*,50*,15,-5,7.8,-15,1,77*
Cc1ccc(S(=O)(=O)Nc2cccc(-n3cnnn3)c2)cc1C,1,-16,0,-1,-4,6.0,-2,-1,-1

# Continued.
SMILES,TAAR1 agonist,TAAR1 antagonist,CHRM1 antagonist,CHO-K1 Ca antag,M1 PAM parental,CHO-K1 Ca ag,CHRM1 PAM,M1 ag,CHO parental Ca
CCCCSCc1cc(C(=O)O)oc1C(C)(C)C,5,-4,-4,-7,8,-0.3,10,-3,-12
CC12C=CC(=O)C=C1C(F)CC1C3CCC(O)(C(=O)CO)C3(C)CC(O)C12F (stereo not given),1,0,-7,-9,9,0.4,2,-2,·
CCOC(=O)C1CCN(C(=O)c2ccc3c(c2)NC(=O)/C(=C/c2ccccc2)S3)CC1,-2,14,-7,11,-25,0.2,12,-1,-15
Cc1nc2cc(Cl)c([N+](=O)[O-])cc2s1,8,-14,2,6,-7,0.8,2,-6,-2
CCOc1ccccc1NC(=O)c1nc(S(=O)(=O)Cc2ccccc2)ncc1Cl,-1,30,-2,-5,17,-0.4,0,-2,2
Cc1ccccc1NC(=O)CCC(=O)OCC(=O)c1ccc(-c2ccccc2)cc1,0,-15,-4,17,-4,0.4,6,0,-5
O=C(O)c1cc(-c2ccc(/C=C3\NC(=O)N(c4ccccc4)C3=O)o2)ccc1Cl,0,-6,-7,-6,2,0.5,2,-1,-8
COC(=O)CCN(c1ccccc1)S(=O)(=O)c1cc(-c2cc(C)no2)ccc1OC,1,-16,1,-19,17,0.8,7,2,-26
CN(C)c1cc(N/N=C/c2ccc(Cl)cc2)nc(N(C)C)n1,1,3,-1,-2,7,0.2,0,-10,·
CC(C)c1ccc(NC(=S)NC2CCCCCC2)cc1,7,4,0,-11,15,7.9,-10,-14,-1
CN(Cc1ccc(Cl)s1)C(=O)CCl,1,-35,-17,-25,26,0.9,8,-7,-3
COC(=O)c1ccc(N2CCN(c3ccccc3)CC2)nc1,1,6,-10,-6,2,0.3,10,-4,-3
O=C(O)CC(NC(=O)C(c1ccccc1)c1ccccc1)c1cccc([N+](=O)[O-])c1 (stereo not given),0,-6,-11,-17,24,0.8,7,-3,-18
CC(=O)NC(C)c1nc2ccccc2n1Cc1ccccc1F (stereo not given),4,-23,-14,-20,19,0.8,6,-3,-7
CCOc1ccc(/C=C/C2=NNC(=O)CC2)cc1,-1,-1,-4,-9,31,1.1,6,-10,0

# 3 records drawn at random from those above, as already listed:
SMILES,TAAR1 agonist,TAAR1 antagonist,CHRM1 antagonist,CHO-K1 Ca antag,M1 PAM parental,CHO-K1 Ca ag,CHRM1 PAM,M1 ag,CHO parental Ca
O=C(O)c1cc(-c2ccc(/C=C3\NC(=O)N(c4ccccc4)C3=O)o2)ccc1Cl,0,-6,-7,-6,2,0.5,2,-1,-8
CCOc1ccccc1NC(=O)c1nc(S(=O)(=O)Cc2ccccc2)ncc1Cl,-1,30,-2,-5,17,-0.4,0,-2,2
CCOc1ccc(/C=C/C2=NNC(=O)CC2)cc1,-1,-1,-4,-9,31,1.1,6,-10,0
